CRFR2-BP antag = antagonists of CRF-BP/CRF-R2 complex, primary screen, cell-based, HEK293, calcium dye fluorescence, uHTS. inhibition, % at 11.8 µM. CRF-induced calcium fluorescence. AID 588475, 2011. actives 0.59% (n = 350,000);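 active = inhibition of the ligand-induced calcium signal above about 50% at the single tested concentration, limit read from the data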
M4 PAM = human M4 muscarinic receptor positive allosteric modulators, primary screen, CHO-K1 cells, Fluo-8 calcium fluorescence. CHO-K1 hM4/Gqi5, ACh EC20; 0% = ACh EC20, 100% = maximal ACh. Muscarinic acetylcholine receptor M4 (Homo sapiens), P08173. actives 0.4% (n = 360,000). activation, % at 3 µM. AID 624126, 2012;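 active = activation above its plate's cutoff, the mean activation of sample wells plus 3 SD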; note: some results filed as inactive read as strong as hits
M5 ag = human M5 muscarinic receptor agonists, primary screen, CHO-K1 cells, Fluo-8 calcium fluorescence | actives 0.19% (n = 360,000) | CHO-K1 hM5 cells; 0% DMSO wells, 100% maximal acetylcholine response | Muscarinic acetylcholine receptor M5 (Homo sapiens), P08912 | activation, % at 3 µM;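 active = activation above the run's mean over test compounds plus 3 SD, cut at about 23% in these data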;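 note: signal is peak over basal fluorescence ratio across the kinetic read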
Target sequence (P08912 whole entry, looked up): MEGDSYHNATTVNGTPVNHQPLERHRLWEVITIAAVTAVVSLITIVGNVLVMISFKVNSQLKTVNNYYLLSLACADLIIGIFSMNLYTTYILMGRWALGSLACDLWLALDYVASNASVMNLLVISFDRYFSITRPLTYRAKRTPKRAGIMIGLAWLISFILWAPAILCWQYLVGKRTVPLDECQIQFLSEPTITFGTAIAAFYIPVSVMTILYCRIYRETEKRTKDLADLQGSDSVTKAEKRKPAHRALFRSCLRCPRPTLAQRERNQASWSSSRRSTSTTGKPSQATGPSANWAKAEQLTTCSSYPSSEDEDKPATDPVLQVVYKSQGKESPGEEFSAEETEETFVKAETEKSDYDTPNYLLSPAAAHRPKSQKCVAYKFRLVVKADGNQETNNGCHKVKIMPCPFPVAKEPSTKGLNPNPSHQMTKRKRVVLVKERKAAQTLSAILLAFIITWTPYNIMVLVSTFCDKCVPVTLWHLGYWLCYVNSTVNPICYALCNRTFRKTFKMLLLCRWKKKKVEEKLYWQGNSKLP
CRFBP-R2 agonist = agonists of CRF-BP/CRF-R2 complex, primary screen, cell-based, HEK293, calcium dye fluorescence, uHTS; CRF-binding protein / CRF receptor 2 complex (human); actives 0.46% (n = 350,000); calcium dye fluorescence (FLIPR); percent of saturating CRF peptide response; activation, % at 13.2 µM;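 active = activation of at least 50%, plus an integration ratio under a set limit after plate pattern correction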;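 note: plate controls were neutral control wells without compound for no effect and CRF at EC100 for full effect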
TAAR1 ag = human TAAR1 agonists, primary screen, Fluo-8 calcium fluorescence, CHO RD-HGA16 cells; Trace amine-associated receptor 1 (Homo sapiens), Q96RJ0; vehicle wells 0%, saturating PEA agonist 100%; activation, % at 3 µM; actives 0.99% (n = 360,000);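 active = activation above the mean activation of all test compounds in the run plus 3 SD, cut at about 38% in these data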
Target sequence (Q96RJ0 whole entry, looked up): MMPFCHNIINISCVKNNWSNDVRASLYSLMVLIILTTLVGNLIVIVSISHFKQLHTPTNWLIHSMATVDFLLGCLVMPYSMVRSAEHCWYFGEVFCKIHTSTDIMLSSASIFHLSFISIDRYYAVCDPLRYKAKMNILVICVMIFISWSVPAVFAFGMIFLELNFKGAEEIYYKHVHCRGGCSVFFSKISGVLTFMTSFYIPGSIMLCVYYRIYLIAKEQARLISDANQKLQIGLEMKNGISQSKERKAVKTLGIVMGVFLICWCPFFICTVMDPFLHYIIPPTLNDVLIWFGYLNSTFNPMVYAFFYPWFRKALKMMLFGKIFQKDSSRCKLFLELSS
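Test system: RD-HGA16 (CHO) cells co-expressing Gα16 and hTAAR1 / Benchmarks: DMSO vehicle as 0%, PEA at EC100 as 100% / Repeats: no replicates (n 1) / Measure: % activation from peak over basal fluorescence ratio, DMSO-to-PEA scaled / Timing: 17-24 h plating, Fluo-8 75 min 37 °C, 30 min RT / Technique: kinetic Fluo-8 calcium fluorescence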
CHO-K1 Ca PAM = nonselective calcium activators in parental CHO-K1 cells, primary screen, counter-screen for M1 PAM project, cell-based, Fluo-8 calcium fluorescence, full deck, 1536-well; ATP EC20; 0% at ATP EC20, 100% at ATP max; actives 0.02% (n = 360,000); AID 602247, 2012; activation, % at 3 µM;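 active = activation above the run cutoff, the mean activation of all test compounds plus 3 SD, cut at about 40% in these data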;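 note: peak over basal fluorescence ratio in a 140 s read after ATP addition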
M5 antag = human M5 muscarinic receptor antagonists, primary screen, CHO cells, Fluo-8 calcium fluorescence. actives 0.59% (n = 360,000). CHO-hM5 cells, ACh EC80. inhibition, % at 3 µM. Muscarinic acetylcholine receptor M5 (Homo sapiens), P08912;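 active = inhibition above a per-plate cutoff, the mean of that plate's test compounds plus 3 SD, cut at about 27% in these data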;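 note: 0% = acetylcholine EC80 with DMSO and 100% = DMSO without agonist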
TAAR1 antagonist = human TAAR1 antagonists, primary screen, Fluo-8 calcium fluorescence, CHO RD-HGA16 cells; antagonist; inhibition, % at 3 µM; actives 1.5% (n = 360,000); AID 624466, 2012;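 active = inhibition above a per-plate cutoff, the mean inhibition of test compounds on that plate plus 3 SD, cut at about 49% in these data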;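 note: 0% = DMSO plus EC80 beta-PEA response and 100% = DMSO alone without agonist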
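Test system – hTAAR1-expressing CHO RD-HGA16 cells, Gα16-coupled · Reagent – β-PEA at EC80 concentration, post-compound challenge · Compound dosing – 3 µM, single point · Timing – 140 s kinetic read after compound, 140 s after agonist · Detection – Fluo-8 intracellular calcium dye fluorescence, real-time kinetic reads · Control set – DMSO and EC80 PEA controls · Repeats – n of 1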
CHRM5 PAM = human M5 muscarinic receptor positive allosteric modulators, primary screen, CHO-K1 cells, Fluo-8 calcium fluorescence. AID 624038, 2012. CHO-K1 hM5, ACh EC20 PAM; 0% = ACh EC20, 100% = ACh EC100. activation, % at 3 µM. Muscarinic acetylcholine receptor M5 (Homo sapiens), P08912. actives 0.3% (n = 360,000);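 active = activation above the run cutoff, the mean activation of all test compounds plus 3 SD, cut at about 18% in these data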
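Assay system: CHO-K1 hM5 cells. Also added: acetylcholine at EC20 concentration, added after compound. Dosing: 3 µM, single dose. Times: compound preincubation 140 s before EC20 acetylcholine addition. Signal: Fluo-8 calcium fluorescence. Measure: % activation relative to EC20 and EC100 ACh responses. Repeats: singlicate, one well per test compound.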
Starred values were filed as active, the others as inactive; . = no result given.

SMILES	CRFR2-BP antag	M4 PAM	M5 ag	CRFBP-R2 agonist	TAAR1 ag	CHO-K1 Ca PAM	M5 antag	TAAR1 antagonist	CHRM5 PAM
CC(=O)Nc1ccc(S(=O)(=O)NC2(C(F)(F)F)NC(=O)N(C3CCCC3)C2=O)cc1 (stereo not drawn)	4	13	-3	-3.1	13	18	-3	1	-4
COc1cc(C(O)P(=O)(OCCC(C)C)c2ccc(N(C)C)cc2)cc(OC)c1OC (stereo not drawn)	4	-1	4	-0.6	1	-13	-3	-3	14
COc1ccccc1OCCNC(=O)C(c1ccccc1)c1ccccc1	-4	-2	0	-1.8	-3	-4	9	-14	-12
CN(C(=O)CSc1nc(-c2ccccc2)cn1N)C(c1ccccc1)c1ccccc1	8	-12	-2	0.0	4	4	1	8	-4
O=c1oc(CCO)cc2ccc(-c3ccc4[nH]ccc4c3)cc12	-1	5	3	-2.4	9	-21	-10	10	-2
COc1ccc(/C=C/C(=O)c2cc(F)ccc2OC(=O)c2ccccc2)cc1OC	17	0	-2	1.8	3	-7	1	-3	-2
Cc1ccc(S(=O)(=O)N(c2cccc(C)c2)C2CCS(=O)(=O)C2)cc1 (stereo not drawn)	6	-2	-3	0.3	5	25	4	-5	0
Cc1ccc(S(=O)(=O)Nc2cc(C(C(=O)OC(C)C)C(=O)C(F)(F)F)c(O)c3ccccc23)c(C)c1 (stereo not drawn)	42	-20	1	-3.7	0	8	12	-19	-15
CCC/C=N/NC(=O)c1ccc(F)cc1	16	-2	3	0.2	2	7	-12	5	5
Cc1ccc(S(=O)(=O)N2CCCN(S(=O)(=O)c3ccc4ccccc4c3)CC2)cc1	-19	-9	4	7.6	13	24	-12	3	-1
O=c1c2oc3ccccc3c2ncn1Cc1ccccc1F	2	4	-7	1.2	4	22	-7	8	0
Cc1ccc(NC(=O)CNc2cccc(S(=O)(=O)N3CCCCC3)c2)cc1F	-12	-1	4	1.1	5	-15	7	18	-3
CCOC(=O)CNC(=S)N(Cc1ccccc1F)C1CCCCC1	-8	9	-3	-3.2	1	1	-2	-23	11
COC(=O)/C(=C\Nc1ccc(Cl)cc1Cl)NC(=O)c1ccc(OC)cc1	9	7	-6	2.0	-2	16	-5	-8	1
Fc1ccc(N/N=C/C=C/c2ccccc2)c(F)c1	-3	-3	-5	2.3	3	-10	-1	4	-2
C/C(=N\N1C(=O)c2ccccc2C1=O)c1cccc([N+](=O)[O-])c1	16	5	-2	-3.1	2	5	-5	-7	1
CS(=O)(=O)N(CC(=O)N1CCN(Cc2ccccc2)CC1)Cc1ccccc1	-1	-4	5	1.9	3	0	1	-3	-4
Cc1ccc(OCC(=O)N/N=C/c2ccccc2)c([N+](=O)[O-])c1	-5	-3	-4	-1.1	1	1	-1	9	1
COc1ccc(NC(=O)N(C)C[C@H]2Oc3ccc(NS(=O)(=O)c4cccs4)cc3C(=O)N([C@@H](C)CO)C[C@@H]2C)cc1	7	-3	0	0.4	8	18	9	7	2
COC(=O)c1ccc(OC(=O)c2cnccn2)cc1	5	-3	-2	1.1	-2	13	17	-11	8
O=C(CN1CCN(c2ccccn2)CC1)N1CC(O)CO1 (stereo not drawn)	-21	2	-1	-0.3	1	8	-7	15	-6
O=C(Nc1ccc(NS(=O)(=O)c2ccccc2)cc1)c1cccnc1	11	-2	4	0.8	3	3	-15	18	-5
CCOC(=O)NN=C1c2ccccc2-c2ccccc21	-28	10	-2	1.9	1	1	-13	-17	11
CC(C)OC(=O)CC(=O)CSc1nc2c(cc1C#N)CCC2	-10	2	-3	5.8	9	19	-3	-4	-2
O=C(/C=C/c1cccs1)NNC(=O)c1ccccc1	8	2	2	-0.9	7	7	-1	-1	6
O=C(c1cn(Cc2ccccc2)nc1-c1cccnc1)N1CCN(Cc2c(F)cccc2Cl)CC1	-3	9	3	0.5	2	13	-4	6	2
COC(=O)N/N=C/c1ccc(OC(=O)c2ccco2)c(OC)c1	-7	4	5	-0.5	2	20	-2	-20	5
COc1cccc(CN2CCN(CC#Cc3ccccc3)CC2CCO)c1 (stereo not drawn)	-13	1	-3	0.1	2	13	-17	10	3
COc1ccc(-c2cc(C(F)(F)F)nc(SCC(=O)Nc3sc4c(c3C#N)CCC4)n2)cc1	-9	3	0	-0.5	.	-3	9	.	1
CCN1CC(CN(C)Cc2nc(-c3ccc(C(F)(F)F)cc3)no2)CC1=O (stereo not drawn)	-2	2	3	2.7	-2	4	-5	5	3
CCCCCOC(=O)C1=C(C)Nc2nnnn2C1c1ccc(OC)c(OC)c1OC (stereo not drawn)	-11	9	-7	-5.1	15	24	-2	-39	0
Cc1ccccc1C(=O)Nc1ccnn1C1CCN(Cc2ccncc2)CC1	0	8	-3	-0.5	2	-2	-1	-19	5
O=C(CNCC1CCCCC1)Nc1cccc(S(=O)(=O)N2CCOCC2)c1	0	-9	-8	3.2	8	0	-3	2	0
Nc1ccccc1-n1cccc1	4	1	3	1.2	3	6	-5	-28	3
Cc1nn(CC#N)c(=O)n1N(C)c1ncc(C(F)(F)F)cc1Cl	-3	-1	2	1.1	0	18	7	-4	0
Cc1c(Cl)cccc1NC(=O)CSc1nncn1-c1ccccn1	2	-3	0	-0.1	3	0	6	-14	2
Cc1ccc(S(=O)(=O)N2CCN(C(=O)CN3CCc4ccccc4C3)CC2)cc1	-15	-7	-3	-1.0	26	13	1	4	-9
O=C(CSc1nc2ccccc2n1CC(=O)N1CCCC1)NCc1ccc2c(c1)OCO2	7	6	0	0.4	-3	-3	-7	-21	5
CCCn1nnc(NC(=S)NC(=O)c2ccc(-c3ccc(Br)cc3)o2)n1	-20	-2	-5	-2.7	2	9	2	8	2
Cc1ccc(C(OCC(C)(C)C[N+](C)(C)C)c2ccccc2)cc1 (stereo not drawn)	27	-21	-11	-1.6	3	-15	94*	-24	-21
CCOc1ccccc1-c1c2cc(O)c(=O)cc-2oc2cc(O)c(O)cc12	-219	-8	8	260*	.	11	6	.	-3
COc1ccc(-c2csc(=NCCO)n2-c2ccccc2)cc1	13	-8	4	2.6	6	-1	10	22	-2
CC(C)(C)c1nn(-c2ccccc2)c2nc(Cl)c(C=O)cc12	-23	7	-1	4.8	.	17	5	.	-1
Cc1cccc(N=NC(=S)NNc2cccc(C)c2)c1	6	-1	-10	-3.2	1	8	8	-30	-4
c1ccc(CCc2nc3ccccc3[nH]2)cc1	9	11	-2	-1.2	2	14	-8	-5	11

Whole records, looked up by structure:
Cc1ccc(NC(=O)CNc2cccc(S(=O)(=O)N3CCCCC3)c2)cc1F is listed as CRFR2-BP antag = -12; M4 PAM = -1; M5 ag = 4; CRFBP-R2 agonist = 1.1; TAAR1 ag = 5; CHO-K1 Ca PAM = -15; M5 antag = 7; TAAR1 antagonist = 18; CHRM5 PAM = -3
Cc1c(Cl)cccc1NC(=O)CSc1nncn1-c1ccccn1 is listed as CRFR2-BP antag = 2; M4 PAM = -3; M5 ag = 0; CRFBP-R2 agonist = -0.1; TAAR1 ag = 3; CHO-K1 Ca PAM = 0; M5 antag = 6; TAAR1 antagonist = -14; CHRM5 PAM = 2

Further results
SMILES	CRFR2-BP antag	M4 PAM	M5 ag	CRFBP-R2 agonist	TAAR1 ag	CHO-K1 Ca PAM	M5 antag	TAAR1 antagonist	CHRM5 PAM
CCOC(=O)C1(Cc2ccc(Cl)cc2)CCN(C(=O)C2=NNC(=O)CC2)CC1	-18	2	1	2.4	-1	19	12	5	-10
Cc1nn(C)cc1CN(C)Cc1c(C(=O)N(C)Cc2ccccc2)nc2ccccn12	-5	-4	0	-0.8	3	0	-3	6	9
CCN(CC)S(=O)(=O)c1cccc2c(N(C)C)cccc12	6	-8	-2	0.0	2	20	-3	13	-5
Cc1ccccc1NC(=O)Cc1nc(COC(=O)CCOc2ccccc2)cs1	-5	-3	-3	-1.5	-1	25	10	-3	0
CN(CCCNC(=O)c1ccccc1F)CCCNC(=O)c1ccccc1F	7	-5	-4	-1.9	7	18	0	-10	7
CCc1nc2nc(C)cc(C)n2c1Nc1ccc(OC)cc1	.	16	3	.	1	13	-2	-11	1
Cc1onc(C(=O)N2C(C)CCCC2C)c1[N+](=O)[O-] (stereo not drawn)	-14	-7	-5	-1.0	1	14	11	-5	-8
Fc1ccc(N2CCN(C(=S)NCc3ccco3)CC2)cc1	-26	2	-3	-1.7	1	9	3	15	-2
CCCCc1c(O)nc(SCCN(C)C)n(-c2ccccc2)c1=O	1	-1	-3	0.6	0	12	3	6	-3
N#CCCN(C(=O)CSc1ccc2c(c1)OCCO2)c1ccccc1	3	-1	2	-1.6	5	4	-2	-10	-1
O=C(OCc1ccc([N+](=O)[O-])cc1)c1cc2ccccc2oc1=O	10	-8	4	1.6	-1	-7	2	13	6
O=C(NC1CCCC1)C(c1ccc(F)cc1)N(Cc1ccccc1Cl)C(=O)CCl (stereo not drawn)	12	12	-2	0.0	1	14	7	-2	0
COc1cc(NS(=O)(=O)c2ccc3[nH]c(=O)[nH]c3c2)cc(OC)c1	27	3	0	-0.8	10	23	0	-18	6
CC(C)NC1CCC(Nc2ccnc3cc(Cl)ccc23)CC1 (stereo not drawn)	0	-2	-4	1.8	3	0	1	-15	-6
COCCN(CC(=O)Nc1cccc(C)c1C)C(=O)c1cc2ccccc2cc1OC	-16	-2	1	-5.2	15	-22	8	-13	-2
O=C(Cc1ccsc1)N1CCN(S(=O)(=O)c2ccccc2F)CC1	-3	10	-1	0.0	1	13	10	-18	-4
Cc1ccc(CC(=O)Nc2cc(C)on2)cc1	-14	-5	-3	0.1	.	-7	7	.	-3
Nc1ccccc1C(=O)NC(=O)Nc1ccc(Oc2ncc(Br)cn2)c(Cl)c1	17	0	3	-0.7	0	-9	-1	-5	-1
O=C1C(NS(=O)(=O)c2cccs2)=C(N2CCN(Cc3ccccc3)CC2)C(=O)c2ccccc21	-22	-20	-2	-0.8	9	-3	13	71*	-23

Compound activity deposited in PubChem BioAssay by several laboratories.
